Source: PubChem BioAssay
Shiga inhibitor – inhibitors of Shiga toxin in Vero cells; Vero cells, Shiga toxin protein synthesis inhibition reporter; inhibition, % at 38.7 µM; 290,000 compounds, 9.2% hits; AID 2315; in the data active = inhibition mostly above about 28%, no sharp cut-off; inactive = mostly below about 43%; also: 0% is about no effect
Pf growth 96h – P. falciparum growth inhibition at 96 hour, primary screen for plastid delayed-death inhibitors | P. falciparum luciferase reporter growth, 96 h | Potency, µM (top dose mostly 28.7 µM), for inactives: top-dose activity change, negative = inhibition, actives largely listed as inhibitors | 320,000 compounds, 6.9% hits | AID 504834; also: potency is read from the fitted curve at half-maximal effect; % is scaled to controls: 0 for no effect and ±100 for the full control effect
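Readout is luminescence from an integrated firefly luciferase in P. falciparum. Red cells, 2% hematocrit and 0.05% parasitemia final, were cultured with compound through two parasite generations (96 hours) at 37 C, 5% CO2.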
Pf growth 48h – P. falciparum growth inhibition at 48 hours (one generation). P. falciparum luciferase growth in erythrocytes, 48 h. Potency, µM (highest dose often 28.7 µM), for the others: at the highest dose activity change, negative = inhibition, most hits filed as inhibitors. 310,000 compounds, 5.9% hits. AID 504832; also: potency is read from the fitted curve at half-maximal effect; % is scaled to controls: 0 for no effect and ±100 for the full control effect
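A one-generation exposure of luciferase-tagged malaria parasites in RPMI 1640/Albumax erythrocyte culture, 37 C and 5% CO2. Inhibition is inferred from decreased luminescence after adding detection reagent.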
Cycloheximide cs – affects cycloheximide protein synthesis inhibition readout, counter-screen | max response, % | 300,000 compounds, 12% hits | AID 2314 | cell reporter, cycloheximide protein synthesis inhibition counterscreen; in the data active = max response mostly above about 13%, no sharp cut-off; inactive = mostly below about 14%; also: read at 38.3 µM for the half of the compounds with a filed dose; 0% is about no effect
Sm TGR inh – S. mansoni TGR enzyme inhibition. 360,000 compounds, 3% hits. purified TGR, DTNB reduction, TNB absorbance 405 nm. Potency, µM (doses to about 114 µM), for the others: top-dose activity change, negative = inhibition, hits mostly inhibitors. Q962Y6. AID 485364; also: potency is read from the fitted curve at half-maximal effect; % is scaled to controls: 0 for no effect and ±100 for the full control effect; nearly all actives have a fitted effect of over 60% in size
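Kinetic colorimetric format: TGR-catalysed, NADPH-driven DTNB reduction monitored via TNB absorbance. Enzyme dispensed at 20 nM; compound exposure 15 min at room temperature before reaction start.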
Giardia FBPA inh – Giardia lamblia aldolase inhibition; 290,000 compounds, 0.71% hits; Potency, µM (doses to about 59.6 µM), without a hit: at the highest dose activity, negative = inhibition, most hits filed as inhibitors; purified Giardia FBPA; A8B2U2; also: potency is read from the fitted curve at half-maximal effect; % is scaled to controls: 0 for no effect and ±100 for the full control effect; nearly all actives have a fitted effect of over 55% in size
Target sequence (A8B2U2 whole entry, looked up): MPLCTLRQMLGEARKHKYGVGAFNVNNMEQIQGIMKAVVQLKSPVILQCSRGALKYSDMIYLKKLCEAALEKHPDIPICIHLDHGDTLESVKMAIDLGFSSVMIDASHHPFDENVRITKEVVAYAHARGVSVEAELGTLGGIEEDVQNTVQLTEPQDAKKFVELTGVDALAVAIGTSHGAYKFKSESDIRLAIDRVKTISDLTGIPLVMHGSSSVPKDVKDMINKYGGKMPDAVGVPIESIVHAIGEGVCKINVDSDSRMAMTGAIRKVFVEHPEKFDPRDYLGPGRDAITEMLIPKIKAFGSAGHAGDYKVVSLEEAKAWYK
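Giardia FBPA (40 nM reagent) was preincubated 10 min at RT with compound (up to 57.5 uM final), then substrate plus GAPDH/TPI/NAD/arsenate coupling system with diaphorase/resazurin was added; resorufin fluorescence (525/598 nm) was read after 20 min.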
Numbers without * were called inactive; i = inactive; ? = inconclusive; nt = no result given; & = joins results of further samples; [ ] = dose if it differs, or a comment. Unless noted, calls follow the shape of the dose curve; as a rule, active = well fitted curve in the direction sought with a large enough effect; inconclusive = small, poorly fitted or top-dose-only effect, or another doubt; inactive = no such curve, though single readings can be large; an effect the other way counts as inactive or inconclusive.

The first twelve compounds, to show the layout:
SMILES	Shiga inhibitor	Pf growth 96h	Pf growth 48h	Cycloheximide cs	Sm TGR inh	Giardia FBPA inh
O=S(=O)(c1ccccc1Cl)N1CCCC1c1nc(-c2ccc(Cl)cc2)no1 (configuration not stated)	14	21%	0%	0	-2%	-1%
COc1ccc(-n2cc(C(=O)c3cc(Cl)ccc3O)cc(C#N)c2=O)cc1	-9	7.4µM*	?	-7	5%	-5%
COc1ccc(N(CC(=O)N2CCCCCC2)S(=O)(=O)c2ccc(OC)c(OC)c2)cc1	-13	-1%	-27%	-7	6%	9%
COCCNC(=O)Cn1ccc2cc(S(=O)(=O)N3CCCCCC3)ccc21	9	?	6%	-1	-13%&3%	nt
CCOc1ccc2nc(N3CCC(C(=O)NC4CCCCC4)CC3)sc2c1	16	-11%	17%	14	0%	6%
OC(CNC1CCCc2ccccc21)COc1c(Cl)cccc1Cl (configuration not stated)	15	3.3µM*	1.9µM*	-5	-1%	-20%
CN(/N=C/c1ccc(C(C)(C)C)cc1)C1=NCCN1	9	19%	0%	-3	3%	-2%
O=C(NCc1ccco1)/C(=C/c1ccccc1)NC(=O)c1ccco1	58	25%	23%	7	4%	7%
Cc1cc(Nc2ncc(Cl)cc2Cl)n(-c2ccccc2C)n1	27	?	?	-3	-4%	-5%
CC(=O)NC(Cc1c[nH]c2ccccc12)C(=O)N1CCc2ccccc2C1 (configuration not stated)	-9	nt	nt	-3	11%	5%
Cc1ccccc1C(=O)N1CCC(C(=O)N(C)CC(=O)Nc2cccc(F)c2)CC1	-5	-29%	?	2	3%	nt
Cc1ccc(/C=N/Nc2cn[nH]c(=O)n2)o1	88*	11%	35%[activator]	24*	50%	18µM*

Main list (from the top)
SMILES	Shiga inhibitor	Pf growth 96h	Pf growth 48h	Cycloheximide cs	Sm TGR inh	Giardia FBPA inh
O=S(=O)(c1ccccc1Cl)N1CCCC1c1nc(-c2ccc(Cl)cc2)no1 (configuration not stated)	14	21%	0%	0	-2%	-1%
COc1ccc(-n2cc(C(=O)c3cc(Cl)ccc3O)cc(C#N)c2=O)cc1	-9	7.4µM*	?	-7	5%	-5%
COc1ccc(N(CC(=O)N2CCCCCC2)S(=O)(=O)c2ccc(OC)c(OC)c2)cc1	-13	-1%	-27%	-7	6%	9%
COCCNC(=O)Cn1ccc2cc(S(=O)(=O)N3CCCCCC3)ccc21	9	?	6%	-1	-13%&3%	nt
CCOc1ccc2nc(N3CCC(C(=O)NC4CCCCC4)CC3)sc2c1	16	-11%	17%	14	0%	6%
OC(CNC1CCCc2ccccc21)COc1c(Cl)cccc1Cl (configuration not stated)	15	3.3µM*	1.9µM*	-5	-1%	-20%
CN(/N=C/c1ccc(C(C)(C)C)cc1)C1=NCCN1	9	19%	0%	-3	3%	-2%
O=C(NCc1ccco1)/C(=C/c1ccccc1)NC(=O)c1ccco1	58	25%	23%	7	4%	7%
Cc1cc(Nc2ncc(Cl)cc2Cl)n(-c2ccccc2C)n1	27	?	?	-3	-4%	-5%
CC(=O)NC(Cc1c[nH]c2ccccc12)C(=O)N1CCc2ccccc2C1 (configuration not stated)	-9	nt	nt	-3	11%	5%
Cc1ccccc1C(=O)N1CCC(C(=O)N(C)CC(=O)Nc2cccc(F)c2)CC1	-5	-29%	?	2	3%	nt
Cc1ccc(/C=N/Nc2cn[nH]c(=O)n2)o1	88*	11%	35%[activator]	24*	50%	18µM*
Cc1oc(-c2ccccc2)nc1CS(=O)CC(=O)NC1CCCCCC1 (configuration not stated)	3	16%	26%	6	7.1µM*	nt
COc1ccc(N2CCN(C(=O)CCC(=O)N3CC(C)Oc4ccccc43)CC2)cc1 (configuration not stated)	-6	49%[activator]	11%	0	-25%	2%
COc1cc2c(c(OC)c1OC)C(c1ccccc1C)CC(=O)O2 (configuration not stated)	i	nt	nt	-1	nt	-6%[89.2 µM]
O=C(/C=C/Nc1ccccc1)c1ccc(Cl)cc1Cl	98*	271%[activator]	257%[activator]	42*	19%	5%
Cc1noc(NS(=O)(=O)c2ccc(NC(=O)CSc3nc4c(cc3C#N)CCCCC4)cc2)c1C	-12	20%	nt	-2	0%	?
OC1OC[C@H](O)[C@@H](O)[C@H]1O (some centres not stated)	-7	nt	nt	-2	nt	4%
Cc1[nH]c(=O)[nH]c(=O)c1S(=O)(=O)N(CC(C)C)CC(C)C	17	0%	10%	-1	4%	-6%
O=C(/C(=C/O)N=Nc1ccccc1)c1cccs1	42	75%[activator]	?	39*	3%	-5%
COc1cc(C(CCN2CCCC(C)C2)c2c(OC)cc(OC)c3c(C)cc(=O)oc23)cc(OC)c1OC (configuration not stated)	-8	nt	nt	-4	nt	-6%
Cc1nn(-c2ccccc2)c(C)c1C(=O)OCC(=O)NC12CC3CC(CC(C3)C1)C2	6	10µM*	?	-1	0%	0%
Cn1nnc(NC(=S)NC(=O)c2cccs2)n1	29	0%	-11%	11	?	2µM*
c1ccc(-c2nnsc2-c2ccccc2)cc1	-14	0%	29%	5	6%	7%
CC(C)(CNC(=O)c1ccc(S(=O)(=O)N2CCCC2)cc1)N1CCOCC1	-14	38%[activator]	16%	-4	2%	-2%
CC1C=C[C@@H]2[C@H](C1)C(=O)N(Cc1ccccc1)[C@H]2c1ccccc1Br (some centres not stated)	i	nt	nt	13	nt	4%
S=C(NCc1ccc(Cl)cc1)NC1CCN(Cc2ccccc2)CC1	-4	23%	-13%	-2	-8%	1%
O=C(C1CCC(N2C(=O)C3CC=CCC3C2=O)CC1)N1CCCCC1 (configuration not stated)	-4	1%	-7%	-1	-5%	-7%
Cc1ccc(CSCc2ccc(C(=O)O)o2)cc1	-6	?	8%	-5	?	20%
Cc1cc(Sc2nc(NC(C)(C)C)nc(N3CCOCC3)n2)nc(Cl)n1	-9	?	6%	-5	-7%	3%
CC1CCCN(c2c([N+](=O)[O-])c(=O)oc3ccccc23)C1 (configuration not stated)	15	13%	7%	1	-10%	1%
CCOC(=O)N1CCN(S(=O)(=O)c2ccc(Br)cc2)CC1	10	-4%	37%[activator]	-1	26%	9%
CCOc1ccc(CCNC(=O)Cc2ccc(NC3=NC4CS(=O)(=O)CC4S3)cc2)cc1 (configuration not stated)	7	-24%	3%	0	-1%	?
CCn1c(SCC(=O)NC2CCCCC2)nnc1-c1ccccn1	-29	-3%	6%	0	-16%	nt
COc1cc2cnc(-c3ccsc3)c(-c3ccc(F)cc3)c2cc1OC	nt	?	?	nt	-28%	nt
Cc1ccc(-c2noc(-c3ccno3)n2)cc1	82*	31%[activator]	41%[activator]	49*	10%	0%
Cc1ccc(-c2nnn(CC(=O)N(CC(=O)NC(C)C)c3cnc4ccccc4c3)n2)o1	-5	-1%	-5%	1	12%	0%
Cc1onc(-c2ccccc2)c1CNS(=O)(=O)c1cccc(Cl)c1	7	-26%	-26%	1	2%	-7%
Cc1cc(Nc2ccccc2F)n2nc(C)nc2n1	-14	?	-7%	-3	-5%	0%
Cc1c(N2C(=O)/C(=C\c3ccc(N(C)C)cc3)N(C)C2=S)c(=O)n(-c2ccccc2)n1C	4	-23%	2%	0	-10%	-5%
CCOC(=O)c1c(NC(=O)c2c(C(=O)O)cccc2[N+](=O)[O-])sc(C)c1C	34	-19%	0%	-3	38%[activator]	15%
Cn1cc(C(=O)NCc2ccc(F)cc2)c(=O)c2cc(S(=O)(=O)N3CCCCC3)ccc21	-11	-25%	15µM*	-4	-5%&-1%	-2%
CSc1nnc(C)c(/C=C/NOCc2cccc(F)c2)n1	-5	?	-23%	1	3%	19%
CCOC(=O)c1cc(=O)n2[nH]c(-c3ccc(C)cc3)cc2n1	-22	87%[activator]	15%	-2	5%	6%
Cc1nc(-c2ccc(F)cc2)c(CC(=O)N(C)CC(=O)Nc2ccccc2Cl)s1	nt	13µM*	-15%	nt	-19%	nt
COC(=O)c1c(C(=O)OC)c(-c2ccccc2)n2c1CS(=O)C2 (configuration not stated)	15	?	nt	3	59%[activator]	-1%
O=C(COc1c(Br)cc(Br)cc1Br)N/N=C/c1ccco1	-2	?	-10%	-2	?	nt
Cc1ccc(-c2csc(NC(=O)c3ccccc3F)c2C(=O)O)cc1	100*	90%[activator]	37%[activator]	39*	-6%	-27%
O=C(NCc1ccccc1)C1CC(=O)N(C2CCCCCC2)C1 (configuration not stated)	52	?	1%	10	0%	9%
Cc1cc(C(=O)CSc2nn(-c3ccccc3)c(=S)s2)c(C)n1Cc1ccco1	13	nt	?	12	-23%	-2%
CC(C)c1ccc(N2C(=O)NC(=O)/C(=C\c3cnc(-c4ccccc4)nc3)C2=O)cc1	146	196%[activator]	78%[activator]	6	11µM*	0%
CC12C(=O)N(c3ccccc3C(=O)O)C(=O)C1C1C=CC2C1 (configuration not stated)	-10	7%	-1%	8	0%	1%
Cc1sc2ncnc(N3CCC(C(=O)Nc4ccc(C#N)c(Cl)c4)CC3)c2c1C	nt	12µM*	?	nt	-10%	nt
O=C(Nc1ccc(Cl)cc1)OCc1cn(-c2ccc(Cl)cc2)nn1	23	87%[activator]	57%[activator]	-3	5%	0%
O=C(NC1CCN(C(=O)NCc2ccccc2)CC1)c1ccco1	-4	?	9%	12	-8%	-5%
CSc1ccc(/C=C/C(=O)c2ccc(O)cc2)cc1	91*	?	21%	44*	-16%	13%
N#C/C(=C\c1ccc(O)c([N+](=O)[O-])c1)c1nc2ccccc2s1	62	?	-15%	25	7%	8%
C#CCNc1nc(CC)nc2c1nnn2Cc1ccccc1F	-15	?	-4%	-3	6%	-3%
Fc1ccc(N2N=C(c3cccs3)CC2c2ccccc2)cc1 (configuration not stated)	20	12%	13µM*	11	-4%	-7%
CCN1N=C(c2ccccc2)CCC1=O	nt	50%[activator]	-2%	-2	0%	2%
More structures
SMILES	Shiga inhibitor	Pf growth 96h	Pf growth 48h	Cycloheximide cs	Sm TGR inh	Giardia FBPA inh
COc1cccc(CNC(=O)CCc2ccc(OC)c(OC)c2)c1	-3	-2%	nt	-1	-13%	2%
Cc1ccc(S(=O)(=O)N2CCCCC2)cc1NC(=O)COC(=O)C1CC2C=CC1C2 (configuration not stated)	-13	?	-3%	-2	1%	3%
O=C1c2ccc([N+](=O)[O-])cc2NC(c2ccco2)N1/N=C/c1ccco1 (configuration not stated)	31*	?	33%[activator]	15*	40µM*	-23%
NC(=S)NNc1ccnc2cc(Cl)ccc12	-10	?	2.9µM*	-1	7%	16µM*
CCc1noc(C)c1C(=O)Nc1ccc(S(=O)(=O)N2CCCC(C)C2)cc1 (configuration not stated)	nt	?	?	nt	5%	nt
C=CCn1c(=NC(=O)c2ccc(S(=O)(=O)N3CCCc4ccccc43)cc2)sc2cc(S(N)(=O)=O)ccc21	-4	4.7µM*	5.2µM*	-5	2%	1%
Cc1ccc(NC(=O)C(=O)NCC2OCCc3ccccc32)cc1 (configuration not stated)	11	13%	43%[activator]	7	7%	1%
COc1cccc(CNC(=O)Cc2c(C(=O)O)[nH]c3ccccc23)c1	-4	nt	11%	-1	-1%	13%
